Assay outcomes (PubChem BioAssay)
EphB4 ephrin blk: EphB4-ephrin-B2 interaction antagonists, primary screen, biochemical, TNYL-RAW peptide probe, fluorescence polarization | EphB4 LBD / TNYL-RAW-Alexa532 peptide | inhibition, % at 7 µM | actives 0.15% (n = 97,000) | AID 720, 2007;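 active = inhibition above the screen-wide mean inhibition plus 3 SD, cut at about 15% in these data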;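 also: 0% = DMSO wells and 100% = excess unlabeled TNYL-RAW peptide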
CYP2C9 inhib: blockers of cytochrome P450 2C9 activity – biochemical, luminescence, ADME assay, primary screen; CYP2C9 Supersomes, luciferin-H conversion; inhibition, % at 5 µM; P11712; actives 20% (n = 96,000); AID 777, 2007;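 active = blocking of liver enzyme CYP2C9 beyond about 50% at 5 µM, limit read from the data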; also: values of inactives mirror those of a sister screen read the other way
Target sequence (P11712 whole entry, looked up): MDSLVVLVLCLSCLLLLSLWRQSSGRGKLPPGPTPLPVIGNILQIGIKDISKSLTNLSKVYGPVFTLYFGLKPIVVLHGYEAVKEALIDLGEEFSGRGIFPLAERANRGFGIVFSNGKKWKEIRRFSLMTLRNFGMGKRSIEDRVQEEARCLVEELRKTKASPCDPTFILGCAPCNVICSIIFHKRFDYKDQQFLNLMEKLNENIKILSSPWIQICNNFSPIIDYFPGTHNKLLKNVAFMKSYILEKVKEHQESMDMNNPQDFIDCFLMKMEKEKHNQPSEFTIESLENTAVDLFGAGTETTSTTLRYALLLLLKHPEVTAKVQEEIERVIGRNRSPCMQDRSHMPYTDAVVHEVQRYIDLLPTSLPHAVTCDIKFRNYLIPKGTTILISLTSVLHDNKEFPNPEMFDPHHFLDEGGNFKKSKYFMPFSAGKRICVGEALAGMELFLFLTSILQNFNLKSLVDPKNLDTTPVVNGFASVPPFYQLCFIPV
PostGolgi yeast: phenotypic screen on post-Golgi transport, primary screen. post-Golgi transport phenotypic cell assay. inhibition, % at 10 µM. actives 0.9% (n = 98,000). AID 739, 2007; in the data active = inhibition above about 30%;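 also: yeast cells grown in 1536-well plates; yeast grown about 18 h at 30C before absorbance read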
PLAP activator: PLAP enzyme activators, biochemical, luminescence, HTS; activation fold at 20 µM; AID 696, 2007; purified PLAP enzyme, luminescent substrate read-out; hits give high values; actives 1.2% (n = 96,000); Alkaline phosphatase, placental type (Homo sapiens), P05187; in the data active = activation fold above about 2
Target sequence (P05187 whole entry, looked up): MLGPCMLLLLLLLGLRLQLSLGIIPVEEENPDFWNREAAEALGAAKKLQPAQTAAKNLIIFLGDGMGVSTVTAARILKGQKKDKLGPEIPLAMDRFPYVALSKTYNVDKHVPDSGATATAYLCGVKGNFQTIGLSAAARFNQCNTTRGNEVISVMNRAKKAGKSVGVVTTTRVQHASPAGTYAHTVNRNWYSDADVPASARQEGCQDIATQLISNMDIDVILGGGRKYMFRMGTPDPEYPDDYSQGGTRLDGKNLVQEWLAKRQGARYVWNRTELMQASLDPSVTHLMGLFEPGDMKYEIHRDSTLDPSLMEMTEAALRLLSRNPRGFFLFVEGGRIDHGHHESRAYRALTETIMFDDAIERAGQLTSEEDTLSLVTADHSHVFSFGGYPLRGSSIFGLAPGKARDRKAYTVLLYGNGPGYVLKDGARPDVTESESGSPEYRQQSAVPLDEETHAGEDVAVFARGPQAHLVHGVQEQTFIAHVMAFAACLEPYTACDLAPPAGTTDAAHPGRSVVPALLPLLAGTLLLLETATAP
Ecoli WT expand: growth inhibitors of wild-type E. coli, primary screen, strain BW25113, expanded library, OD600; OD600 absorbance; growth inhibition, % at 100 µM; actives 0.15% (n = 98,000);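 active = growth inhibition above about 50% at one test dose, limit read from the data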;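 also: growth measured after 20 h incubation at 37 °C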
CYP2C9 activ: human CYP2C9 activators, primary screen, biochemical, luminescence | activation factor at 5 µM | recombinant CYP2C9, luciferin-H conversion; hits give high values; factor 1 = untreated enzyme, 0 = blocked | AID 1024, 2008 | actives 1.4% (n = 96,000);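 active = activation factor of 2 or more for CYP2C9 at a 5 µM dose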;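 also: 0 = sulfaphenazole-blocked wells and 1 = vehicle-only wells; values of inactives mirror those of a sister screen read the other way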
Pyk2 oligo antag: antagonists of Pyk2 self-association, primary screen, Q293 cells, FERM NanoBiT luminescence, HTS; AID 1347419, 2020; hits give low values; z-score (the deposit names both 25 µM and 10 µM); Protein-tyrosine kinase 2-beta (Homo sapiens), Q14289; actives 0.83% (n = 99,000);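 active = Z-score of -3 or lower, scaled per plate to the spread of control and sample wells; inactive = z-score above -3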;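 also: negative z-score means lost luminescence so less FERM oligomerization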
CYP2C19 act: human CYP2C19 activators, primary screen, biochemical, luminescence | recombinant CYP2C19, luciferin-H EGE luminescence; hits give high values; 0 = fully inhibited enzyme, 1 = untreated enzyme | activation factor at 5 µM | 96,000 tested, under 10 active | AID 1025, 2008;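 active = activation factor of at least 2 at 5 µM in the primary screen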;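 also: 0 = wells with 2.5 mM tranylcypromine and 1 = vehicle-only wells; values of inactives mirror those of a sister screen read the other way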
CYP2C19 inhib: blockers of cytochrome P450 2C19 activity – biochemical, luminescence, ADME assay, primary screen; CYP2C19 Supersomes, luciferin-H EGE luminescence, 30 min; inhibition, % at 5 µM; actives 21% (n = 96,000); AID 778, 2007;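 active = CYP2C19 inhibition above a set limit at 5 µM in the primary screen, cut at about 50% in these data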;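 also: plate controls were negative control wells for no effect and 2.5 mM tranylcypromine positive control for full effect; values of inactives mirror those of a sister screen read the other way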
An asterisk follows results filed as active; . = no result given.

SMILES	EphB4 ephrin blk	CYP2C9 inhib	PostGolgi yeast	PLAP activator	Ecoli WT expand	CYP2C9 activ	Pyk2 oligo antag	CYP2C19 act	CYP2C19 inhib
COC(=O)c1ccc2c(c1)NC(=O)C(N1CCOCC1)S2 (stereo not drawn)	-10	11	-1	0.9	-10	0.9	0.33	1	1
CCOC(=O)Nc1cc(C(=O)OC)ccc1C	-4	20	-9	0.9	7	0.8	1.2	0.5	46
O=C(NCC1CCCO1)C1CCN(S(=O)(=O)c2cccc3cccnc23)CC1 (stereo not drawn)	2	-62	-11	0.9	8	1.6	.	1	-4
COc1ccc(Cl)cc1N(CC(=O)N1CCN(Cc2ccccc2)CC1)S(C)(=O)=O	-8	12	5	1.4	9	0.9	-0.23	0.5	55*
Cc1cccc(NC(=O)c2cc(S(=O)(=O)NCc3ccco3)ccc2F)c1C	2	13	0	0.9	-5	0.9	0.24	0.8	20
CC(=O)c1cc2c(O)c(O)ccc2o1	4	-2	2	0.9	14	1	0.36	1	-4
Cc1ccc(-c2nnc(N(C)C(=O)c3ccncc3)s2)cn1	9	85*	23	0.7	1	0.2	-0.48	0.6	41
Cc1cc(=O)n(C)c(=O)n1CC(=O)N1CCCCCC1	-7	-8	-5	1	2	1.1	0	1.1	-15
CCCCn1nnc(NC(=O)CCC)n1	-2	-11	-4	1.1	0	1.1	-0.39	1.1	-9
Cc1cnn(-c2cc(Oc3ccccc3)ncn2)c1	-1	5	4	1	5	0.9	-0.05	0.6	36
COc1cc(C2c3c(oc4ccc(C)cc4c3=O)C(=O)N2c2cc(C)ccn2)cc(OC)c1OC (stereo not drawn)	.	59*	.	1	.	0.4	.	1	3
O=C(COc1ccccc1Cl)NCc1ccncc1	.	78*	-2	0.9	3	0.2	-0.38	0.1	94*
Cc1cc(=O)[nH]c(SCCOc2cccc(C(F)(F)F)c2)n1	1	-1	-7	1	-1	1	-0.04	0.8	18
COc1cc(S(=O)(=O)N2CCN(c3ccccc3)CC2)ccc1Cl	3	6	12	1	4	0.9	-2.8	0.7	29
COc1ccc(/C=N/NC(=O)c2nn(-c3ccc(Cl)cc3)c(=O)c3c(N)scc23)cc1	3	48	-2	1.3	-5	0.5	-1.3	0.9	8
CC(C)(C)N1CC2([N+](=O)[O-])CN(C(C)(C)C)CC([N+](=O)[O-])(C1)C2	-7	6	0	0.9	1	0.9	0.92	0.9	13
CCn1cc(C2=NCCO2)c2ccccc21	3	-7	0	1	8	1.1	.	0.9	9
COc1ccc(C(C(=O)Nc2ccc(C(C)C)cc2)N(C)C(=O)CNC(C)=O)cc1 (stereo not drawn)	2	33	14	1.6	-2	0.7	-0.09	0.8	24
Cc1nc2c(-c3ccc(F)cc3)c(C)nn2c(C)c1CCC(=O)N1CCN(c2ccccn2)CC1	2	13	4	1.6	-1	0.9	.	0.5	54*
O=C(Nc1ccn(-c2ccccc2)n1)c1ccc(S(=O)(=O)N2CCCCCC2)cc1	0	46	-8	0.8	-22	0.5	0.05	0.5	53*
CCn1c(Cc2ccccc2)nnc1SCC(=O)Nc1ccc2c(c1)OCCO2	-2	58*	0	1.5	1	0.4	-0.2	0.3	68*
CC(=O)c1cnc2c(C(=O)O)cnn2c1C	1	-34	4	1	-18	1.3	0.02	1	-3
Cc1ccc(NC(=O)CN2CCN(CCN=CC3=C(O)CC(C)(C)CC3=O)CC2)cc1	5	23	2	1.2	1	0.8	0.24	0.8	17
Cc1ccc2[nH]c3c(=O)n(CCN4CCNCC4)cnc3c2c1	-3	4	-12	1.3	5	1	0.27	1	0
O=C(COC(=O)CC1CCCC1)Nc1cc2c(cc1Cl)C(=O)c1ccccc1C2=O	-4	42	-3	0.7	-2	0.6	-2	0.4	61*

Record cards (already shown):
CC(C)(C)N1CC2([N+](=O)[O-])CN(C(C)(C)C)CC([N+](=O)[O-])(C1)C2 is entered as EphB4 ephrin blk: -7; CYP2C9 inhib: 6; PostGolgi yeast: 0; PLAP activator: 0.9; Ecoli WT expand: 1; CYP2C9 activ: 0.9; Pyk2 oligo antag: 0.92; CYP2C19 act: 0.9; CYP2C19 inhib: 13
COc1ccc(C(C(=O)Nc2ccc(C(C)C)cc2)N(C)C(=O)CNC(C)=O)cc1 (stereo not drawn) is entered as EphB4 ephrin blk: 2; CYP2C9 inhib: 33; PostGolgi yeast: 14; PLAP activator: 1.6; Ecoli WT expand: -2; CYP2C9 activ: 0.7; Pyk2 oligo antag: -0.09; CYP2C19 act: 0.8; CYP2C19 inhib: 24

Going on with the list:
SMILES	EphB4 ephrin blk	CYP2C9 inhib	PostGolgi yeast	PLAP activator	Ecoli WT expand	CYP2C9 activ	Pyk2 oligo antag	CYP2C19 act	CYP2C19 inhib
COc1ccc(-c2cc(C(F)(F)F)nc(-n3cc(Br)cn3)n2)cc1	6	2	-6	0.9	-10	1	-0.06	1	4
COc1ccc(C(=O)NCC(=O)Nc2ccccc2)cc1OC	2	-38	-1	1.1	-6	1.4	-0.7	1	-1
CCCOc1cccc(C2/C(=C(/O)c3ccc(OC)cc3)C(=O)C(=O)N2CCN(C)C)c1 (stereo not drawn)	-7	-36	-4	1.7	7	1.4	0.89	1.2	-20
COc1ccc(N(C2CSC2)S(=O)(=O)c2ccccc2)cc1	1	3	9	1.1	-7	1	-1.3	1	1
O=C(NCCN1CCOCC1)c1cnn2c(-c3ccccc3)cc(-c3ccccc3)nc12	-2	36	0	1	-2	0.6	-1.2	0.4	57*
COC(=O)C1=CN(CCCN2CCCC2=O)C=C(C(=O)OC)C1c1ccccc1C(F)(F)F	-6	45	36*	2.1*	5	0.6	0.09	0.9	7
CC1(C)Cc2c(cnn2-c2ccccc2)-c2c1c1ccccc1n2CC(O)CBr (stereo not drawn)	2	55*	23	1.1	-2	0.5	0.88	0.5	53*
CCCCn1c(=O)[nH]c(=O)c2c1nc(-c1ccc(C#N)cc1)n2C1CCCC1	4	62*	3	1.4	-7	0.4	-0.76	0.7	25
CCN(CC)CCN1C(=O)C(=O)/C(=C(/O)c2ccncc2)C1c1ccccc1 (stereo not drawn)	3	5	1	1.3	0	1	-0.55	1	0
O=c1c2ccccc2nnn1Cc1nnc(-c2ccccc2Br)o1	-2	-25	-2	1	7	1.3	-0.96	0.2	82*
Fc1ccc(CNc2ccc(CNc3ncn[nH]3)cc2)cc1	.	33	5	1.7	9	0.7	-0.78	0.4	64*
NC(=O)C1CCN(c2nc(C3CC3)nc3c2nnn3Cc2ccccc2Cl)CC1	-9	1	-5	1.6	2	1	-1	1.1	-11
CCOc1ccc(C(=O)Cc2cc(OC)c(OC)cc2[N+](=O)[O-])cc1	-7	-17	0	1	-12	1.2	0.05	1	3
O=[N+]([O-])c1ccc(N2CCN(CCOc3nonc3-c3ccccc3)CC2)c(Cl)c1	-7	22	17	1.1	-16	0.8	2.6	0.7	26
CC12CCC(c3c(CO)nn(-c4ccccc4)c31)C2(C)C (stereo not drawn)	4	-16	9	1	1	1.2	1.3	0.4	59*
CCOc1cc(C(=O)N2CCOCC2)ccc1OCc1ccccc1	6	6	5	1.5	-2	0.9	0.26	1	-3
COc1ccc(C2C=C(c3ccccc3)Nc3nc(NC(C)=O)nn32)cc1 (stereo not drawn)	-5	-6	-16	1.3	-5	1.1	.	1.1	-11
CCC1SC2=NC(C)=C(C(=O)OCC(C)C)C(/C=C/c3ccccc3OC)N2C1=O (stereo not drawn)	3	78*	-1	1.5	-15	0.2	-0.13	0.6	38
COc1cccc2c1OC1(C)CC2NC(=O)N1 (stereo not drawn)	-3	-9	14	0.8	6	1.1	-0.23	1	4
Cn1nnnc1SCC(=O)NC(=O)NCc1ccccc1	7	-11	2	1.2	11	1.1	0.29	1	-2
CCOC(=O)Cc1nnc(NC(=O)CSc2ccc(Cl)cc2)s1	-1	36	1	0.9	-11	0.6	0.5	1	1
CC1=C(C(=O)OCCOC(C)C)C(c2cc3c(cc2Br)OCO3)CC(=O)N1 (stereo not drawn)	-6	65*	16	1.6	-3	0.3	-0.52	0.2	80*
Cn1nc(-c2ccccc2)c(C(O)c2ccc(Cl)cc2)c1Cl (stereo not drawn)	3	88*	6	0.9	-3	0.1	-0.95	0	95*
Cc1nc(NC(=O)CC(C)C)sc1-c1csc(Nc2ccc(Cl)cc2Cl)n1	5	24	3	1.1	-13	0.8	.	1	1
Cc1ccc2oc(=O)c3cnn(CC(=O)NC4CCC(C)CC4)c3c2c1 (stereo not drawn)	.	43	4	1.3	-3	0.6	.	0.6	37

More compounds.
SMILES	EphB4 ephrin blk	CYP2C9 inhib	PostGolgi yeast	PLAP activator	Ecoli WT expand	CYP2C9 activ	Pyk2 oligo antag	CYP2C19 act	CYP2C19 inhib
Nc1nnc(CCN2C(=O)CSC2=O)s1	-6	-2	4	1.1	0	1	1.5	1	-1
CCc1cc2c(=O)[nH]c(Cc3ccc(Cl)cc3)nc2s1	-5	31	13	0.8	-8	0.7	0.65	0.8	20
CC1(C(=O)OCC(=O)c2c[nH]c3ccccc23)CC1(Cl)Cl (stereo not drawn)	2	85*	9	0.9	15	0.1	-2.3	0	97*
CCC(C(=O)c1ccccc1)N(C(=O)c1ccccc1Cl)N1C(=O)C2C3C=CC(C3)C2C1=O (stereo not drawn)	3	5	-5	1.3	-4	1	-1.1	0.5	48
O=C(CSc1ccc(Cl)cc1)N1CCN(c2c(Cl)cccc2[N+](=O)[O-])CC1	-4	71*	41*	0.9	-14	0.3	-1.4	0.7	35
Cc1noc(C)c1COc1ccc(C(=O)NCc2ccccn2)cc1	-2	-16	7	0.7	4	1.2	0.26	1.1	-13
Cc1ccc(CCN2CC(C(=O)NCc3ccco3)CC2=O)cc1 (stereo not drawn)	1	6	-3	1.2	4	0.9	2.3	0.8	19
CCOc1cc(/C=C2\C(=O)N(c3ccc(C(N)=O)cc3)N=C2C)ccc1OC(=O)c1cccs1	1	25	-4	1.3	-4	0.7	0.16	0.3	67*
Cc1ccc(S(=O)(=O)/C(C#N)=C/c2c[nH]c3ccccc23)cc1	-2	-106	0	1	-4	2.1*	-3	1.1	-13
CC(NCc1ccc(N(C)C)cc1)C1CC2CCC1C2 (stereo not drawn)	0	7	-1	0.8	26	0.9	0.88	0.1	86*
Cc1nc(NC(CC(C)C)C(=O)O)c2nc(C)oc2n1 (stereo not drawn)	2	15	-3	1.1	2	0.8	-0.63	1.1	-8
Cc1ccc(S(=O)(=O)Cc2ccc(C(=O)NCc3cccs3)o2)cc1	10	72*	0	0.8	1	0.3	0.25	0.7	29
CC(C)C12CN3CC(C(C)C)(CN(C1)C3c1ccco1)C2=O (stereo not drawn)	8	2	8	1.1	2	1	0.2	1	-2
Brc1ccc(-c2nc3ncccn3c2NC2CCCCC2)o1	2	56*	4	1.3	-3	0.4	0.06	0.5	48
CCOc1cccc(C(=O)Nc2cccc(-c3nnc(-c4ccccc4)o3)c2)c1	-1	42	-5	0.9	-17	0.6	-3.6*	0.6	35
Cn1c(=O)oc2cc(S(=O)(=O)N3CCCC(C(=O)Nc4ccc5c(c4)OCCO5)C3)ccc21 (stereo not drawn)	-12	9	18	1.2	-12	0.9	.	0.7	27
NS(=O)(=O)c1ccc(NC(=O)c2ccccc2Cl)cc1	-1	15	5	1	-4	0.8	0.57	1.3	-31
CCOC(=O)c1ccc2[nH]c3c(c2c1)CCCCC3=O	2	.	-3	.	3	.	-1.1	.	.
Cc1cccc(OCC(=O)Nc2ccc3c(c2)OCCO3)c1	4	58*	-7	0.7	1	0.4	-0.89	0.3	70*
Clc1ccc(C2CC(c3ccccc3)Nc3ncnn32)cc1 (stereo not drawn)	.	32	1	1	11	0.7	.	0.2	75*
